High-throughput results as filed in PubChem.
GLP-1R inv ag: qHTS of GLP-1 Receptor Inverse Agonists (Inhibition Mode) | Glucagon-like peptide 1 receptor (Homo sapiens), P43220 | HEK293 GLP-1R CRE-luciferase, luminescence, 24 h; GLP-1R form is constitutively active | Potency, µM (top dose mostly 38.3 µM), without a hit: top-dose activity change, negative = inhibition, most hits filed as inhibitors | 1.6% of 410,000 active | AID 624417, 2012; further: potency means the concentration at half of the fitted maximal effect; on the % scale 0 is the no-effect control and ±100 the full control effect; nearly all actives have a fitted effect of over 55% in size
Target sequence (P43220 whole entry, looked up): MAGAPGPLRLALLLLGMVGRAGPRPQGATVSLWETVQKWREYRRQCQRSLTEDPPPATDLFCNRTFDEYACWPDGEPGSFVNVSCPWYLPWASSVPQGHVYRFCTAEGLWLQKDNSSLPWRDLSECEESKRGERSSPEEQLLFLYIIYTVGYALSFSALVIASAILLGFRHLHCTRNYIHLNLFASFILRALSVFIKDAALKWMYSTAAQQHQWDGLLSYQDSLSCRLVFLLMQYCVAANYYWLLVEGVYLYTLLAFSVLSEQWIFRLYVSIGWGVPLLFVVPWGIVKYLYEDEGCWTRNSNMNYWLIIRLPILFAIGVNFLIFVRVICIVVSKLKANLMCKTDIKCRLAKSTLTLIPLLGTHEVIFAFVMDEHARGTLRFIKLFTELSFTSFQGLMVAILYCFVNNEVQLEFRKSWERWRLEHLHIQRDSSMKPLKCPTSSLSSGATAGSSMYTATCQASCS
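Assay principle: reduced luminescence from a cAMP-responsive reporter in HEK293 cells co-expressing a constitutively active GLP-1R. Conditions: 24 hr compound incubation, 37 deg C, 5% CO2.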
D3 antag: qHTS of D3 Dopamine Receptor Antagonist: qHTS | D3R cells, DiscoveRx beta-arrestin luminescence, antagonist mode; active compounds read low | max response, negative = inhibition, % | 2.5% of 360,000 active | AID 652054, 2013; in the data active means max response below about -50%; inconclusive means no clear call, values can overlap the other calls; further: on the % scale 0 is the no-effect control and ±100 the full control effect; mostly tested at two doses, the higher about 12 µM
Target sequence (P35462 whole entry, looked up): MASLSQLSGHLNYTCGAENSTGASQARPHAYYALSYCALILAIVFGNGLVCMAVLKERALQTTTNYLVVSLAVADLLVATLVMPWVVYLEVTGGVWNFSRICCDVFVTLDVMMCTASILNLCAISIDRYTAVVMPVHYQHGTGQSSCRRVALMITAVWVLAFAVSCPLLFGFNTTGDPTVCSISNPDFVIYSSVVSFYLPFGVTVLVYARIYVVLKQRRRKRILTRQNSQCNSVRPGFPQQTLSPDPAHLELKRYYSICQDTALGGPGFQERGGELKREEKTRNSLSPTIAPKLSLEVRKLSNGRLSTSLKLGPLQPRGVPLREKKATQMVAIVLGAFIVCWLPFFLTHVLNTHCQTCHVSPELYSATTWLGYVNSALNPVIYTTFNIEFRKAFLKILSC
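Cells plated overnight at 1500 cells/well, then exposed to library compounds with dopamine controls for 90 minutes at 37 degrees C. DiscoveRx reagent added for 30–60 minutes at room temperature; luminescence read, quantitative HTS format.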
Abeta yeast res: qHTS for compounds that reverse cellular toxicity of Amyloid beta (A-beta) peptide in yeast: Primary Screen; yeast expressing A-beta42, growth rescue, OD600, 48 h; response scale: 0% DMSO, 100% iron-clioquinol control; Potency, µM (series often up to 46.1 µM), for inactives: at the highest dose growth rescue, hits mostly activators; 0.063% of 410,000 active; further: potency means the concentration at half of the fitted maximal effect; nearly all actives have a fitted effect of over 55% in size
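Yeast A-beta toxicity model in growth medium with pinned compounds, 48 h at 30 C; growth read as absorbance at 600 nm. Normalized to FeCl3/clioquinol equimolar mix (positive) and DMSO (negative).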
GLP-1R agonist: qHTS of GLP-1 Receptor Agonists. Glucagon-like peptide 1 receptor (Homo sapiens), P43220. HEK293 GLP-1R CRE-luciferase, luminescence, 4-6 h; cells express a hypersensitive GLP-1R form. Potency, µM (series often up to 45.6 µM), for inactives: at the top dose activation, most hits filed as activators. 0.007% of 380,000 active. AID 624172, 2012; further: potency means the concentration at half of the fitted maximal effect; % of control where 0% means no effect
PTHR1 ag: qHTS for PTHR1 Agonists: Primary Screen | Parathyroid hormone/parathyroid hormone-related peptide receptor (Homo sapiens), Q03431 | HEK293 GP2 PTHR1 cells, GloSensor cAMP luminescence, 1 h | Potency, µM (doses to about 115 µM), for inactives: at the highest dose activation, most hits filed as activators | 0.075% of 410,000 active | AID 743266, 2014; further: potency means the concentration at half of the fitted maximal effect; nearly all actives have a fitted effect of over 55% in size; some results filed as inactive show a strong effect at the top dose; inactives centre near -15; many of its hits are not listed in these tables
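HEK-293-derived GP2 cells expressing PTHR1 and a GloSensor cAMP reporter, 3,000/well, plated overnight, given luciferin plus IBMX (each 0.5 mM as added) for 1 h at 37 °C, then compound for 1 h at 37 °C. Luminescence was read after 15 min at room temperature.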
pAkt inh: HTS Assay for Inhibitors of Akt Phophorylation: Primary Screen; Neuro2A IGF-stimulated pAkt S473 HTRF, 20 min; active compounds read low; activity change, % for hits at 50 µM; 0.32% of 360,000 active; in the data active means activity change below about -80%; inconclusive means mostly about -51% to -80%; further: on the % scale 0 is the no-effect control and ±100 the full control effect
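Single-point screen (50 µM final compound) in Neuro2A cells stimulated 20 min with 6 nM IGF at 37 deg C. After lysis, Ser473-phosphorylated Akt read by HTRF (ex 330 nm, em 615/665 nm) as the 665/615 ratio.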
FUS suppressor: qHTS for Suppressors of FUS Proteinopathy: Primary screen using FUS-linked yeast assay | S. cerevisiae FUS-expressing, growth rescue, OD600, 24 h | 0.24% of 390,000 active | Potency, µM (series often up to 76.6 µM), for the others: at the top dose growth rescue (activation), hits mostly activators;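 further: potency means the concentration at half of the fitted maximal effect; plate controls were DMSO vehicle for no effect and reference control for full effect; nearly all actives have a fitted effect of over 55% in size; some results filed as inactive show a strong effect at the top dose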
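Yeast expressing FUS under galactose induction, OD 0.005 in 2% galactose medium; compounds in a dilution series, 24 h at 30C. Growth rescue by absorbance at 600 nm; CP55940 positive control, DMSO negative.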
TDP43 rescue: qHTS of TDP-43 Inhibitors. 1.8% of 410,000 active. TDP-43 expressing yeast growth rescue, BacTiter-Glo, 24 h. Potency, µM (titrated, usually from 46.1 µM), without a hit: at the top dose growth rescue (activation), usual class: activators; further: potency means the concentration at half of the fitted maximal effect; % of control where 0% means no effect; nearly all actives have a fitted effect of over 50% in size
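Growth rescue of TDP-43-toxic yeast measured as ATP luminescence (BacTiter-Glo). Cells grown to mid-log in raffinose, induced in galactose at OD600=0.02, exposed to compound 24 hr at 30 deg C.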
aSyn rescue: qHTS of alpha-syn Inhibitors | Potency, µM (highest dose often 46.1 µM), without a hit: at the highest dose growth rescue (activation), usual class: activators | 0.14% of 370,000 active | Yeast expressing alpha-synuclein, growth rescue, BacTiter-Glo, 24 h; further: potency means the concentration at half of the fitted maximal effect; % of control where 0% means no effect; nearly all actives have a fitted effect of over 65% in size
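Rescue of yeast growth: cells expressing toxic alpha-synuclein, induced in galactose at OD600 0.02, incubated with compound 24 h at 30 C. ATP luminescence quantified growth; inhibitors of toxicity appear as activators.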
* marks the source's active call; other numbers are inactive results; i = inactive; ? = inconclusive; . = not tested or not shown; [ ] = dose if it differs, or a comment. Unless noted, the call rests on the fitted dose curve; in most records, active means well fitted curve in the direction sought with a large enough effect; inconclusive means small, poorly fitted or top-dose-only effect, or another doubt; inactive means no such curve, though single readings can be large; an effect the other way counts as inactive or inconclusive. A portion of the library (hit frequency here may not be typical).

Below each compound: GLP-1R inv ag, D3 antag, Abeta yeast res, GLP-1R agonist, PTHR1 ag, pAkt inh, FUS suppressor, TDP43 rescue, aSyn rescue
- Cc1ccc2nc3c(cc(C(=O)NC4CCCCC4)c(=N)n3C(C)C)c(=O)n2c1
  22.1%, ., -32.6%[inhibitor], ., i, ., -11.4%, 19.8%, .
- COCCOC(=O)c1c(C)oc2ccc(NS(=O)(=O)c3ccccc3)cc12
  -0.6%, 14.9, 10.7%, 21.6%, -13.9%, i, 24.7%, -8.1%, 1.3%
- CCc1cccc(CC)c1NC(=O)COC(=O)CCc1cc(OC)c(OC)c(OC)c1
  10.1%, 17.3, -12.3%, 3.3%, -17.2%, i, 20.4%, -15.5%, -1.2%
- Cc1cc(C)c(NC(=S)N(CCN(C)C)C(C)c2cccnc2)c(C)c1 (stereo unspecified)
  0.3%, -2.4, -17.1%, 3.5%, i, i, 29.1%, 14.7%[9.22 µM], -3.4%
- CC(=O)N1c2ccc(S(=O)(=O)NCCC(=O)Nc3ncccc3C)cc2CC1C (stereo unspecified)
  1.8%, 4.6, -3.5%, -0.1%, -1.4%, i, -20.6%, -3.5%, -1.6%
- CCOc1ccc2[nH]c3c(NCCCOC)ncnc3c2c1
  10.5%, -13.8, -20.7%, 14.4%, -25.2%, i, -2.2%, 10.3%, -6.0%
- COc1cccc(N/C(C)=C/C(=O)c2ccc(Br)cc2)c1
  ?, -21.6, 0.5%, 6.9%, -3.1%[57.5 µM], i, 15.1%, -19.2%, -7.1%
- COc1ccc(C(=O)NCC(c2ccc(N(C)C)cc2)N2CCCC2)cc1 (stereo unspecified)
  -4.0%, ., -0.3%, -1.0%, -16.2%, ., 2.4%, 16.6%, .
- Cc1ccc(C)c(N2CCN(CCCNC(=O)Nc3ccc(Cl)cc3)CC2)c1
  ?, ., -11.4%, ., -16.4%, ., 20.1%, 10.0%, .
- COc1ccc(C2NC(=O)CS2)cc1OC (stereo unspecified)
  14.2%, 0.0, 4.0%, 11.5%, -25.0%[57.5 µM], i, 15.7%, -4.7%, 0.9%
- CN(C)Cc1ccc(CNC(=O)COc2ccc3ccccc3c2)cc1
  ?, -12.1, -1.8%, 16.1%, i, i, 6.1%, -7.2%, -2.9%
- C=CCOc1cccc(C2/C(=C(/O)c3ccc(F)cc3)C(=O)C(=O)N2CCN2CCOCC2)c1 (stereo unspecified)
  10.3%, 6.8, 4.5%, -7.9%, i, i, -2.0%, 0.9%, 8.8%
- CCC(O)c1nc2ccccc2n1CCc1ccccc1 (stereo unspecified)
  ?, ?, -6.9%, -0.4%, i, i, 39.8%, -27.5%, -11.6%
- COc1cc(C(=O)NCC2CCCO2)cc(OC)c1OC (stereo unspecified)
  8.1%, -22.2, 0.8%, 9.5%, i, i, 23.9%, -24.3%, -1.4%
- O=C(/C=C/c1ccc2c(c1)OCO2)NCCSCc1ccc(Cl)cc1Cl
  ?, -9.9, 20.8%, -3.2%, i, i, 3.9%, ?, 10.8%
- CCOc1ccc(C(=O)NCCN2CCCCC2)c(OCC)c1
  ?, -29.8, -8.1%, -0.3%, i, i, 14.9%, 2.0%, -5.6%
- O=C(NC1CCCCCC1)c1ccc(Cl)c(S(=O)(=O)N2CCOCC2)c1
  ?, -11.6, -4.7%, 2.3%, -17.5%, i, -16.7%, -4.6%, 0.4%
- CC(C)(C)OC(=O)C[C@H]1C/C=C\C[C@H](CC(=O)N(CCO)Cc2ccccc2)C(=O)N[C@@H](Cc2ccccc2)COC1=O
  -7.3%, ?, -0.1%, -3.6%, 5.6%, i, 36.4%, -7.3%, -2.3%
- Cc1ccc(NC(=O)c2cc(S(=O)(=O)NCCc3ccc(Cl)cc3)ccc2F)cc1
  11.2µM*, ., -0.9%, ., -27.6%, ., -24.7%, 17.1%, .
- O=S(=O)(c1cccc(-c2nnco2)c1)N1CCCC1
  -2.8%, -27.8, 1.9%, -0.6%, 5.4%, i, 19.3%, -2.9%, -6.9%
- O=c1n(Cc2ccccc2)nc2n1-c1ccccc1SC2
  -14.5%, -17.9, -8.1%, 5.3%, i, i, 25.0%, 15.3%, -0.1%
- COc1ccc(C(=O)N/N=C(/C)c2cccc(NC(=O)C(F)(F)F)c2)cc1
  ?, -5.5, 5.1%, -8.8%, i, i, ., -4.5%, 1.2%
- O=C(CCCOc1ccccc1)Nc1ccc(Cl)c(S(=O)(=O)N2CCOCC2)c1
  ?, -2.1, 6.6%, -2.1%, -36.4%[inhibitor], i, ., -9.8%, 4.0%
- CCN1CCN(C(c2cccs2)C(C)NC(=O)c2cccnc2)CC1 (stereo unspecified)
  70.6%[activator], -12.4, -4.3%, 3.4%, ?, i, -12.6%, -13.0%, -0.5%
- COc1cc(/C=C2\SC(=S)N(NC(=O)c3ccccc3OC)C2=O)ccc1O
  5.4%, ?, -21.6%, 12.9%, -8.3%, i, -24.9%, 0.0%, -11.7%
- Cc1nc(SCC(=O)Nc2ccc3[nH]c(=O)[nH]c3c2)nc(C)c1C
  21.7%, -2.2, 1.6%, 1.2%, i, i, 25.0%, -0.2%, 0.9%
- CC(C)NC(=O)C1=NN(c2ccccc2)C(=O)CC1
  17.8%, 6.5, 0.2%, -0.2%, -18.9%, i, -3.6%, 8.9%, 2.9%
- O=C(CN(C(=O)c1csnn1)c1ccc(F)c(Cl)c1)NCc1ccc2c(c1)OCO2
  8.2%, -15.3, -21.1%, 7.2%, i, i, 8.1%, 0.0%, -3.2%
- CCOc1ccccc1C(=O)NC1CCNCC1
  9.2%, -11.3, -9.7%, -2.9%, 24.6%, i, -11.5%, 10.4%, 2.5%
- CCOc1ccc(C2c3c(oc4cc(C)c(C)cc4c3=O)C(=O)N2c2ccccn2)cc1 (stereo unspecified)
  12.4%, ., -3.1%, ., 3.4%, ., -14.9%, 15.3%, .
- CCc1nnc(NC(=O)CSc2nnc3nc(C)cc(C)n23)s1
  10.5%, 10.0, -13.4%, 2.0%, i, i, 53.5%, -14.1%, -6.2%
- O=C(O)c1cc(S(=O)(=O)Nc2ccc(N3CCCCC3)cc2)ccc1Cl
  -1.5%, -11.2, -5.6%, 1.6%, -0.5%, i, 8.4%, -11.2%, -3.8%
- CCC1CCCCN1S(=O)(=O)c1cc2c3c(c1)CC(=O)N3CCC2 (stereo unspecified)
  -6.3%, ., -14.1%, ., ?, ., ?, 0.6%, .
- CCN1C(=O)[C@@H]2[C@@H]3CN(S(=O)(=O)c4ccccc4C)[C@@H](c4ccc(Cl)cc4)[C@@H]3C(=O)C[C@@H]2C1=O
  -3.4%, -17.8, 0.3%, -3.0%, i, i, 26.6%, 21.8%, 0.1%
- Cc1ccc(S(=O)(=O)CC(=O)N2CCCC2)cc1
  -1.9%, -6.9, 1.1%[9.22 µM], 8.6%, i, i, -51.0%[inhibitor], 8.3%, 10.6%
- Cc1ccc(C(=O)N/C(=C/c2ccco2)C(=O)OCN2C(=O)c3ccccc3C2=O)cc1
  12.4%, -16.3, -11.8%, 1.8%, i, i, ., 21.3%, -0.9%
- Cc1nc2ccc(C(=O)N/N=C/c3ccc(O)cc3)cc2[nH]1
  7.3%, -78.1*, -9.3%, 2.8%, i, i, 18.6%, -15.8%, -8.8%
- Cc1noc(NS(=O)(=O)c2ccc(NC(=O)CSc3ncccn3)cc2)c1C
  -11.2%, 0.0, 5.0%, -5.7%, -21.2%, i, -6.4%, 4.3%, -1.9%
- COc1ccc(NC(=O)C2CC(c3ccccc3Cl)=NO2)cc1 (stereo unspecified)
  -9.2%, -0.8, -5.8%, 3.8%, -16.6%, i, -8.6%, 11.2µM*, 11.6%
- O=S1(=O)CCN2C(=N1)Sc1c2ccc2c1CCCC2
  231.8%[activator], -21.0, -31.8%, 19.2%, 8.7%[57.5 µM], i, 9.5%, ?, 4.6%
- COc1cc(OC)c2c(C)cc(=O)oc2c1C(CCN1CCOCC1)c1ccc2c(c1)OCO2 (stereo unspecified)
  41.3%[activator], -69.3*, -11.3%, 13.0%, i, i, 7.2%, 1.5%, 5.8%
- CC(OC(=O)C1CCCC1)C(=O)Nc1ccc(S(N)(=O)=O)cc1 (stereo unspecified)
  7.4%, 39.9, -4.2%, 4.6%, i, i, ., 13.1%, -8.8%
- Cc1ccc(C(=O)NCC(=O)N(C)Cc2ccccc2C)s1
  -8.7%, -2.1, 1.6%, -5.2%, i, i, -0.5%, 23.5%, 5.3%
- COc1ccccc1C(=O)Nc1ccc(-c2nnn(CC(=O)N3CCN(C(=O)c4ccco4)CC3)n2)cc1
  34.3%, 17.3, -0.9%, 20.2%, -2.6%, i, -8.1%, -11.1%, -6.3%
- COc1cc(NC(=S)NCCC(c2ccccc2)c2ccccc2)c(OC)cc1Cl
  ?, -11.1, 15.0%, -3.5%, -41.5%[inhibitor], i, 27.1%, 13.7%, 15.1%
- CCOC(=O)C1=C(C)NC(=O)NC1/C=C\c1ccccc1 (stereo unspecified)
  37.3%[activator], 2.5, 4.9%, 4.5%, -3.6%, i, 5.1%, 14.4%, -1.1%

Entries above printed as active in GLP-1R inv ag.
SMILES | GLP-1R inv ag | D3 antag | GLP-1R agonist | PTHR1 ag | pAkt inh | FUS suppressor
Cc1ccc(NC(=O)c2cc(S(=O)(=O)NCCc3ccc(Cl)cc3)ccc2F)cc1 | 11.2µM* | . | . | -27.6% | . | -24.7%
